High-throughput results deposited in PubChem BioAssay by several laboratories.
MRP resist rev: compounds reversing MRP-mediated drug resistance | 85,000 tested, 0.04% active | differential viability (reversal), % at 10 µM | AID 602 | H69AR cells + 2 uM doxorubicin, CellTiter-Glo, 72 h;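 active means viability drop by adding the cancer drug above about 55%, with treated viability meeting a 40% cutoff, limit read from the data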;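 further: viability without doxorubicin minus viability with 2 µM doxorubicin for each compound; larger differential means the compound sensitizes cells more to doxorubicin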
NFkB transloc inh: blocks IL-1B driven NFkB nuclear translocation in HUVEC cells | HUVEC IL-1B NFkB p65 nuclear translocation imaging | inhibition, % at 2 µM | 94,000 tested, 0.43% active | AID 796;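 active means inhibition above about 30% together with a positive call from visual inspection of the well image, limit read from the data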;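 further: nuclear over cytoplasmic p65 intensity ratio measured by imaging; 0% = IL-1B stimulated DMSO wells and 100% = unstimulated DMSO wells; values of inactives mirror those of a sister screen read the other way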
Bcl-B TR3 displacers: displacers of TR3 peptide from Bcl-B, primary screen, selectivity assay for Bfl-1 inhibitor project, biochemical, fluorescence polarization. one-dose displacement, % at 20 µM; IC50 in µM for titrated hits. AID 748. 96,000 tested, 0.11% active. FP displacement of FITC-TR3 peptide from Bcl-B; higher % means a stronger effect;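 active means displacement above 50% at 20 µM plus a fluorescence interference ratio under 1.5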;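 further: plate controls were wells without compound for no effect and wells lacking Bcl-B protein for full effect; a part of the inactive calls stands beside numbers as strong as those of hits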
PLAP inhibitors HTS: PLAP enzyme inhibitors, biochemical, luminescence, HTS (AID 690); purified PLAP, luminescent substrate; higher % means a stronger effect; one-dose inhibition, % at 20 µM; IC50 in µM for titrated hits; 96,000 tested, 0.08% active; in the data active means a potency from the dose series; inactive means the rest, 99 in 100 with inhibition below about 30%; further: strong numbers were not always called active
NFkB transloc pot: enhances IL-1B driven NFkB nuclear translocation; HUVEC IL-1B NFkB p65 nuclear translocation imaging; activation, % at 2 µM; 94,000 tested, 0.3% active; AID 819;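 active means activation above 40%, about the mean plus 3 SD, also judged a hit on visual image review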;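 further: percent activation is computed from the nuclear over cytoplasmic p65 intensity ratio; values of inactives mirror those of a sister screen read the other way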
MRP resist rev cytotoxicity: also measured in MRP resist rev; calls as there; viability, %; H69AR cells, CellTiter-Glo, 72 h; measured here: cytotoxicity without doxorubicin
MRP resist rev with doxorubicin: further read-out of MRP resist rev, marked with its call; viability, %; measured here: viability with 2 uM doxorubicin; active compounds read low
NFkB transloc inh cell count 2 µM: further read-out of NFkB transloc inh, marked with its call; cell count; measured here: cells passing quality filter;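 raw number of nuclei counted in each imaged well without normalization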
NFkB transloc pot cell count 2 µM: also measured in NFkB transloc pot; calls as there; cell count; measured here: cells passing quality filter
* hit, by the source's call; / = not tested or not shown. The list is partial. The share of hits here may be higher or lower than overall.

Compound	PLAP inhibitors HTS	NFkB transloc pot	MRP resist rev cytotoxicity	NFkB transloc inh cell count 2 µM	NFkB transloc pot cell count 2 µM	NFkB transloc inh	MRP resist rev with doxorubicin	Bcl-B TR3 displacers	MRP resist rev
COc1ccc(OC)c(N2C(=O)C(Cl)=C(N3CCCCC3)C2=O)c1	-34%	-2	96	188	188	2	94	-11%	2
COc1ccc2oc(=N)c(C(=O)Nc3ccccc3)cc2c1	14%	-7	96	118	118	7	85	-5%	11
Cn1c(C(=O)N2CCCCCC2)cc2c(=O)n(C)c3ccccc3c21	-54%	-5	67	184	184	5	66	-13%	2
CC(NC(=O)CSc1nc2ccccc2n1CCC#N)c1ccc(F)cc1 (stereo unspecified)	-2%	-2	90	131	131	2	90	-8%	0
C=CCNc1cc(C(F)(F)F)nc(-c2ccccn2)n1	7%	0	/	106	106	0	/	-6%	/
COc1ccccc1OCC(=O)Nc1cccc(N(C)S(C)(=O)=O)c1	-2%	-4	92	182	182	4	84	2%	8
Cc1c(OCc2nn[nH]n2)ccc2c3c(c(=O)oc12)CCC(C)C3 (stereo unspecified)	-9%	-3	91	154	154	3	88	20%	3
CCN1CCN(C(=O)C2(NC(=O)Nc3ccccc3Cl)CCCCC2)CC1	/	4	89	132	132	-4	92	/	-3
N#CCSCC(=O)Nc1ccccc1	8%	7	92	133	133	-7	94	1%	-2
COc1ccc(CSCCN)cc1Cl	21%	6	/	132	132	-6	/	-7%	/
CCn1c(SCC(=O)c2cc(OC)ccc2OC)nc2c1c(=O)n(C)c(=O)n2C	18%	/	75	/	/	/	85	-4%	-9
CCC(C)NC(=O)C1CCN(S(=O)(=O)N2CCCC2)CC1 (stereo unspecified)	25%	/	97	/	/	/	91	-2%	6
CCN(c1ccccc1)S(=O)(=O)c1ccc(OCc2c(C)noc2C)cc1	-2%	12	79	147	147	-12	101	2%	-21
COc1cc2c(cc1NC(=O)CN1CCN(S(=O)(=O)c3ccccc3F)CC1)oc1ccccc12	6%	15	40	156	156	-15	45	-26%	-5
CCOC(=O)c1ccc(-n2ncc(C(=O)OCC)c2N)cc1	14%	8	49	129	129	-8	85	-5%	-37
CCCn1c(SCC(=O)Nc2cccc(C(=O)OCC)c2)nnc1-c1ccoc1C	2%	5	79	125	125	-5	87	6%	-8
CCn1c(CNC(=O)Cc2ccc(OC)cc2)nnc1SCC(=O)Nc1nccs1	-11%	5	88	127	127	-5	81	-9%	8
COCCn1c(Cc2ccccc2)nnc1SCC(=O)Nc1cc(C)on1	12%	14	96	134	134	-14	94	-4%	2
Cc1[nH]c2ccccc2c1C(=O)COC(=O)C1CC(=O)N(Cc2ccco2)C1 (stereo unspecified)	-41%	-12	106	102	102	12	74	2%	32
COc1cc(-c2nnc(SCC(=O)N(Cc3ccccc3)C(C)(C)C)o2)cc(OC)c1OC	-60%	-1	47	189	189	1	50	-23%	-3
Clc1cccc(OCCN2CCOCC2)c1	-5%	5	/	106	106	-5	/	-11%	/
COc1ccc(CSCC(=O)N/N=C/c2ccc(OCC(=O)NCc3ccco3)cc2)cc1	12%	12	/	174	174	-12	/	11%	/
CCN(CC)c1ccc(NC(=O)c2cccnc2)cc1	-12%	-6	48	52	52	6	74	-8%	-26
Cc1cc(C)cc(N(C(=O)CNC(=O)c2cccs2)C(C(=O)NC2CCCC2)c2cccnc2)c1 (stereo unspecified)	-38%	7	/	111	111	-7	/	4%	/
Cc1nc(C)c(C(=O)C2=C(O)C(=O)N(CCN(C)C)C2c2ccccc2)s1 (stereo unspecified)	-45%	-14	94	155	155	14	94	4%	0

Random excerpt: six entries already listed
Compound	PLAP inhibitors HTS	NFkB transloc pot	MRP resist rev cytotoxicity	NFkB transloc inh cell count 2 µM	NFkB transloc pot cell count 2 µM	NFkB transloc inh	MRP resist rev with doxorubicin	Bcl-B TR3 displacers	MRP resist rev
CCN(CC)c1ccc(NC(=O)c2cccnc2)cc1	-12%	-6	48	52	52	6	74	-8%	-26
COc1ccc(OC)c(N2C(=O)C(Cl)=C(N3CCCCC3)C2=O)c1	-34%	-2	96	188	188	2	94	-11%	2
Cn1c(C(=O)N2CCCCCC2)cc2c(=O)n(C)c3ccccc3c21	-54%	-5	67	184	184	5	66	-13%	2
Cc1cc(C)cc(N(C(=O)CNC(=O)c2cccs2)C(C(=O)NC2CCCC2)c2cccnc2)c1 (stereo unspecified)	-38%	7	/	111	111	-7	/	4%	/
C=CCNc1cc(C(F)(F)F)nc(-c2ccccn2)n1	7%	0	/	106	106	0	/	-6%	/
Clc1cccc(OCCN2CCOCC2)c1	-5%	5	/	106	106	-5	/	-11%	/

Additional results follow:
Compound	PLAP inhibitors HTS	NFkB transloc pot	MRP resist rev cytotoxicity	NFkB transloc inh cell count 2 µM	NFkB transloc pot cell count 2 µM	NFkB transloc inh	MRP resist rev with doxorubicin	Bcl-B TR3 displacers	MRP resist rev
CCOc1ccc(NC(=O)c2nnn(CC(=O)Nc3ccccc3OCC)c2N)cc1	4%	-6	56	165	165	6	64	2%	-8
COc1cc(N(C)C)c(NC(C)=O)cc1C(=O)O	12%	10	96	20	20	-10	93	2%	4
N#Cc1nc(COc2ccc(F)cc2)oc1N1CCC(Cc2ccccc2)CC1	5%	23	97	138	138	-23	89	-8%	8
COc1ccc(S(=O)(=O)N[C@H](C(=O)O)C(C)C)cc1	3%	-3	94	84	84	3	100	2%	-6
COc1ccc(C(=O)NCC2OCCc3ccccc32)cc1 (stereo unspecified)	-26%	13	92	160	160	-13	86	-1%	6
OCc1ccccc1NC(=S)Nc1cccnc1	21%	20	90	190	190	-20	96	-1%	-6
CC(C)Cn1c(N)c(C(=O)NCCN2CCOCC2)c2nc3ccccc3nc21	-81%	9	46	160	160	-9	52	-2%	-7
O=C(O)c1ccn(Cn2cnc3ccccc32)n1	-6%	10	92	135	135	-10	93	1%	0
O=C(N1CCCC1)N1CCN(c2ncnc3c(-c4ccc(Cl)cc4)nsc23)CC1	3%	/	89	/	/	/	99	-7%	-9
CC(=Nc1cccc(C)c1)c1sc2ccccc2c1O	22%	8	44	166	166	-8	58	1%	-14
CC(=O)c1cccc(NC(=S)NC(=O)CC(C)(C)C)c1	6%	-2	/	116	137	-3	/	-2%	/
O=C1CC(c2ccco2)CC2=C1C=Nc1ccccc1N2 (stereo unspecified)	-20%	14	66	98	98	-14	64	-9%	3
Cc1cc(/C=C(\C#N)C(=O)NCc2cccs2)c(C)n1-c1ccc([N+](=O)[O-])cc1	/	40	78	117	117	-40	94	/	-16
COc1ccc(C2=NO[C@@H]3C(=O)N(c4cccc(C)c4C)C(=O)[C@H]23)cc1OC	16%	3	104	159	159	-3	103	-12%	1
COc1cccc(-c2nn(C)c3sc(C(=O)N4CCN(c5ccccc5)CC4)cc23)c1	-39%	/	71	/	/	/	94	-8%	-24
Cc1noc(C)c1S(=O)(=O)N1CCCCC1	19%	-8	90	132	132	8	99	-14%	-10
Cc1nc(-c2cccnc2)sc1C(=O)Nc1ccc(Cl)cc1	-10%	19	/	126	126	-19	/	5%	/
Cc1ccc(S(=O)(=O)c2c(C)nn(C(C)(C)C)c2OC(=O)c2ccc(Br)o2)cc1	-8%	5	37	167	167	-5	70	-4%	-33
COc1ccc(OC)c(S(=O)(=O)Nc2ccc(O)c(Sc3ncn[nH]3)c2)c1	-51%	3	/	107	107	-3	/	4%	/
CCOC(=O)c1cnc(SCC(=O)NCc2cccs2)nc1N	10%	/	72	/	/	/	98	-5%	-26
CCC(C(=O)NCc1ccco1)N(Cc1cccs1)C(=O)CNS(=O)(=O)c1ccccc1 (stereo unspecified)	-24%	13	73	49	49	-13	82	3%	-9
CC(=O)NC(CCS(C)(=O)=O)C(=O)Nc1ccc2c(c1)OCO2 (stereo unspecified)	1%	/	95	/	/	/	83	0%	12
CS(=O)(=O)N(CC(=O)Nc1cc(Cl)ccc1Cl)c1ccccc1	23%	-9	107	133	133	9	85	0%	23
COc1ccc(/C(O)=C2\C(=O)C(=O)N(c3cc(C)on3)C2c2ccccc2OC)cc1 (stereo unspecified)	-2%	9	60	147	147	-9	92	-7%	-32
Cc1cc(C)nc(SCc2nnc(SCC(=O)Nc3nc(-c4ccccc4)cs3)n2-c2ccccc2)n1	-95%	7	79	156	156	-7	78	1%	1
COCCn1c(SCC(=O)N2CCC(C)CC2)nc2ccccc2c1=O	-17%	/	79	/	/	/	65	-7%	13
O=C(Nc1ccc(CN2CCOCC2)cc1)c1ccccc1F	/	7	86	161	161	-7	95	/	-9
CC(=O)NS(=O)(=O)c1cccnc1Nc1ccc(Cl)cc1	-22%	3	/	183	183	-3	/	7%	/
O=C1C2C3C=CC(C3)C2C(=O)N1c1n[nH]c(-c2cccnc2)n1 (stereo unspecified)	30µM*	10	102	143	143	-10	99	2%	3
COc1ccccc1NC(=O)CSc1nnnn1-c1ccc(C)cc1	/	41*	83	133	133*	-41	76	/	7
CCOC(=O)N1CCN(c2c(NCCOC)c(=O)c2=O)CC1	1%	-5	94	154	154	5	89	12%	5
Cc1cc(NC(=O)CSc2c(C)[nH]c3ccccc23)no1	-21%	/	75	/	/	/	88	2%	-13
COc1ccccc1CNC(=O)C(=O)NCC1CCCO1 (stereo unspecified)	/	-14	96	91	91	14	97	/	-1
Cn1c(=O)c2[nH]c(NCCCN3CCOCC3)nc2n(C)c1=O	5%	6	95	162	162	-6	82	-6%	12
COC(=O)NCC12CC3CC(C1)CC(CNC(=O)OC)(C3)C2	-15%	/	82	/	/	/	80	-2%	2
CC1CCCCN1S(=O)(=O)c1ccc(NC(=O)c2ccco2)cc1 (stereo unspecified)	12%	33	86	200	200	-33	85	15%	1
Cc1ccc(N(CC(N)=O)C2SC(=O)N(Cc3ccccc3)C2=O)cc1 (stereo unspecified)	14%	-5	81	111	111	5	80	19%	1
O=C(Cn1cnc2c(cnn2-c2ccc(F)cc2)c1=O)N1CCN(c2ccccc2F)CC1	12%	-4	84	107	107	4	69	-8%	14
O=C(CN1CCOCC1)NCC12CC3CC(CC(C3)C1)C2	0%	-15	95	147	147	15	91	-6%	5
CCn1nc(C(=O)OC2CCOC2=O)c2ccccc2c1=O (stereo unspecified)	-9%	-13	102	64	64	13	104	0%	-2
C=CCn1c(=N)n(CC(O)COc2ccccc2OC)c2ccccc21 (stereo unspecified)	6%	15	75	169	169	-15	76	-6%	-2
Cc1ccccc1NS(=O)(=O)c1cc(C(=O)Nc2cccc(N(C)S(C)(=O)=O)c2)ccc1C	-22%	-3	/	123	123	3	/	-2%	/
CN(C)S(=O)(=O)c1cccc(C(=O)NCc2cccs2)c1	21%	6	112	176	176	-6	99	2%	13
CC1CN(C(=O)c2cn3ccccc3n2)CC(C)O1 (stereo unspecified)	14%	/	110	/	/	/	95	2%	14
COc1ccc2cc(CCNC(=O)c3ccc4c(c3)OCO4)c(=O)[nH]c2c1	-10%	/	83	/	/	/	89	1%	-6
CC(=O)c1c(C(C)=O)c(C)n(NC(=O)c2ccccc2Cl)c1C	-1%	2	95	147	147	-2	86	-8%	9
N#CC1=C(N)NC(SCC(=O)Nc2ccc(Br)cc2)=C(C#N)C12CCCCC2	30%	-4	/	170	170	4	/	21%	/
Cc1ccc2c(=O)cc(C(F)F)oc2c1	-26%	30	100	174	174	-30	101	0%	-1
O=C(NCc1ccco1)c1cc2c(s1)CSC2	-32%	14	85	185	185	-14	87	8%	-2
CCCC(C(=O)NCC1CCCO1)N(Cc1ccco1)C(=O)CNS(=O)(=O)c1ccccc1 (stereo unspecified)	-31%	-1	82	146	146	1	81	-10%	1
CC(=O)Nc1ccc(NC2=CC(=O)CC(C)(C)C2)cc1	10%	1	103	180	180	-1	88	-8%	15
O=C(CCN1C(=O)c2ccccc2C1=O)Nc1ccc(S(=O)(=O)N2CCOCC2)cc1	5%	11	85	125	125	-11	84	-6%	1
